D2 antag = antagonists of human D2 dopamine receptor | P14416 | HEK293 TREx D2 cells, calcium flux, dopamine EC80 | inhibition, % at 10 µM | hit rate 2% among 340,000 | AID 485344; in the data active means inhibition above about 30%; further: 0% is about no effect
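Compounds are added to dye-loaded, induced HEK293 T-REx cells coupled to calcium release via D2; after a 3 min kinetic read an EC80 dopamine stimulus is given and fluorescence is recorded for 3 more min.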
TrxR1 substrate = rat thioredoxin reductase 1 substrate activity; O89049; purified TrxR1 substrate turnover, NADPH consumption readout; Potency, µM (highest dose often 114 µM), inactives show at the highest dose activity change, negative = substrate turnover; hit rate 0.01% among 390,000; further: potency means the concentration at half of the fitted maximal effect; on the % scale 0 is the no-effect control and ±100 the full control effect; nearly all actives have a fitted effect of over 50% in size
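Rat TrxR1, dispensed at 90 nM, was prereduced with 400 uM NADPH (final) for 5 min at ~22 deg C, then incubated with compound 15 min before 400 uM selenite. A first-read NADPH fluorescence drop versus no-compound background flagged substrates.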
Pin1 inhibitor = human Pin1 inhibition; Pin1 FP peptide displacement, HiFluor488, 10 min; hit rate 0.009% among 390,000; Potency, µM (series often up to 115 µM), without a hit: top-dose activity, negative = inhibition, hits mostly inhibitors; active means well fitted inhibition curve with a large enough effect in the polarisation, with a control signal flat, not every such curve was filed as active; inconclusive means small, poorly fitted or top-dose-only effect, or effect the other way, or a change in a side signal; inactive means no such curve, though single readings can be large or run the other way; the % refers to the polarisation; further: potency means the concentration at half of the fitted maximal effect; on the % scale 0 is the no-effect control and ±100 the full control effect
Target sequence (Q13526 whole entry, looked up): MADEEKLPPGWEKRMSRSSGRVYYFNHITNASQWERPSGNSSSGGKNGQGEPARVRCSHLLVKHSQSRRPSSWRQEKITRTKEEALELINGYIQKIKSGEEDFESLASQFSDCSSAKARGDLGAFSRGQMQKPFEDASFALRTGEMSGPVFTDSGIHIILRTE
TRHR enhancer = allosteric enhancers of human TRH receptor; P34981; TRHR cells, fluo-8 calcium fluorescence, EC20 TRH enhancement; enhancement, % at 2 µM; hit rate 0.66% among 360,000; in the data active means enhancement above about 30%; further: 0% is about no effect
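Enhancer read-out: after compound pinning and an initial kinetic agonist-mode read, an EC20 of TRH (10 nM final) was injected and fluo-8 calcium signal (Ex 480/Em 530) followed at 1 s/cycle for 100 cycles in TRHR-expressing cells.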
D2 agonist = activates the human D2 dopamine receptor. HEK293 T-REx D2 cells, calcium flux agonist mode. activation, % at 2 µM. hit rate 0.53% among 340,000. AID 485358;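 active means activation over 3 SD above normal in the single-dose calcium agonist read, cut at about 30% in these data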; further: 0% is about no effect
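Agonism is scored from calcium flux in a force-coupled, inducible HEK293 cell line expressing D2, read kinetically for 180 s after compound addition against dopamine controls.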
USP1 inh = inhibitors of human USP1/UAF1 deubiquitinase | O94782 | recombinant USP1/UAF1, Ub-Rhodamine cleavage fluorescence | Potency, µM (top dose mostly 57.1 µM), for the others: at the highest dose activity change, negative = inhibition, usual class: inhibitors | hit rate 0.23% among 390,000; further: potency means the concentration at half of the fitted maximal effect; on the % scale 0 is the no-effect control and ±100 the full control effect; nearly all actives have a fitted effect of over 60% in size; inactives centre near -12
Target sequence (O94782 whole entry, looked up): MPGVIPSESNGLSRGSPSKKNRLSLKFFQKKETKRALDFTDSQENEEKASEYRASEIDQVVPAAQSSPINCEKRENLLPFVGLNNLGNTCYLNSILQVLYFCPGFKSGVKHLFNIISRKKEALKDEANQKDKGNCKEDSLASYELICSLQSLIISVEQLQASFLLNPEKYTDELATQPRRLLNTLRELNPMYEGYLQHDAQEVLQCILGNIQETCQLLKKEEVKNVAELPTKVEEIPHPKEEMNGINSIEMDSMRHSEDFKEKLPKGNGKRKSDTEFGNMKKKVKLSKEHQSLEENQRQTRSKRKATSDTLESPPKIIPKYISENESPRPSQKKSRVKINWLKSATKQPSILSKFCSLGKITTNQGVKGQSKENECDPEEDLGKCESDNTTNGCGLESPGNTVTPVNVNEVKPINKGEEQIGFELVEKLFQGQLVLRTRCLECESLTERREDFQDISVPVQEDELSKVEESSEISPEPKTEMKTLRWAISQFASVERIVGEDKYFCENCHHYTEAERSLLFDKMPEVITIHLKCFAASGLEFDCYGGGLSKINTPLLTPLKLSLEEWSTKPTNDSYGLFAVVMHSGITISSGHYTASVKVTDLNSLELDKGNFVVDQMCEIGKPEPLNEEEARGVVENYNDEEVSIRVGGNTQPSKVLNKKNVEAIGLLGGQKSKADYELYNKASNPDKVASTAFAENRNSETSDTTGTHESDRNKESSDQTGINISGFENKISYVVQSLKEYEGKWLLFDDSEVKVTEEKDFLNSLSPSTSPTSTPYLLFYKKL
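USP1/UAF1 complex at 1 nM was preincubated with compound for 15 min at room temperature, then Ub-Rho substrate (150nM final) was added. Fluorescence (480/540 nm) was read kinetically, 6 reads every 60 seconds.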
rTrxR1 inhibitor = blocks rat thioredoxin reductase 1; recombinant rTrxR1, NADPH fluorescence consumption, selenite substrate; Potency, µM (doses to about 114 µM), without a hit: top-dose activity change, negative = inhibition, usual class: inhibitors; hit rate 1% among 390,000; further: potency means the concentration at half of the fitted maximal effect; on the % scale 0 is the no-effect control and ±100 the full control effect; nearly all actives have a fitted effect of over 65% in size
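Rat TrxR1 (90 nM in the dispensed reagent) was pre-reduced with 400 uM NADPH for 5 min at room temperature, then incubated with compound for 15 min. After 400 uM selenite was added, NADPH fluorescence (Ex 340/Em 450 nm) was followed for 8 min.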
TRHR agonist = TRH receptor (human) agonism; activation, % at 2 µM; P34981; TRHR cells, calcium flux fluo-8, FDSS agonist mode; hit rate 0.18% among 360,000; in the data active means activation above about 30%; further: 0% is about no effect
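Agonist-mode FDSS calcium read (Ex 480/Em 530, 1 s cycles) in 1536-well TRHR cells with fluo-8 dye, after 10-cycle baseline and 23 nL compound addition; TRH at EC20 (10 nM final) added afterwards for the enhancer phase.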
mIDH1 inhibitor = blocks human mutant IDH1 R132H enzyme. Potency, µM (top dose mostly 76.6 µM), for inactives: at the top dose activity change, negative = inhibition, actives largely listed as inhibitors. IDH1-R132H enzyme, NADPH consumption, diaphorase/resazurin fluorescence. O75874. hit rate 0.093% among 390,000; further: potency means the concentration at half of the fitted maximal effect; on the % scale 0 is the no-effect control and ±100 the full control effect; nearly all actives have a fitted effect of over 65% in size
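IDH1-R132H (0.5 ug/mL dispensed) in pH 7.5 Tris buffer was preincubated 30 min with compound, then given a substrate mix of 0.016 mM NADPH and 2 mM alpha-KG for 80 min at room temperature; remaining NADPH was read by diaphorase/resazurin fluorescence.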
* = called active by the depositor; ? = inconclusive; . = no result given; & = joins results of further samples; [ ] = dose if it differs, or a comment. Unless noted, the call rests on the fitted dose curve; in most records, active means well fitted inhibition curve with a large enough effect; inconclusive means small, poorly fitted or top-dose-only effect; inactive means no such curve, though single readings can be large or run the other way. A portion of the library. The share of hits here may be higher or lower than overall.

Compound | D2 antag | TrxR1 substrate | Pin1 inhibitor | TRHR enhancer | D2 agonist | USP1 inh | rTrxR1 inhibitor | TRHR agonist | mIDH1 inhibitor
Cc1cnc(C(=O)OCC(=O)c2cccc3ccccc23)cn1 | 5 | -1% | 1% | 6 | 0.2 | -3% | -25% | -0.1 | 0%
O=C1c2cccc3c([N+](=O)[O-])ccc(c23)C(=O)N1c1nccs1 | 11 | 6%[57.1 µM] | -14% | -12 | -0.7 | -8% | ? | 0.4 | 8%
COc1cc(OC)cc(C(=O)N[C@H](C(=O)Nc2ccc3c(c2)OCO3)C(C)C)c1 | 13 | 1%[57.1 µM] | 2% | 1 | -0.9 | -9% | 15%[57.1 µM] | 1.7 | 0%
CCCCSCCCNC(=O)Nc1cccc(OC)c1 | 3 | 2% | -13% | 7 | -1.3 | -19% | 6% | -0.2 | 8%
Cc1ccc(N2C(=O)CCC2(C(N)=O)c2ccccc2)cc1 (stereo unspecified) | -18 | 16% | -17% | 0 | 0.5 | -25% | 50%[activator] | 1.5 | 10%
CCOC(=O)N1CCN(C(=O)COC(=O)c2ccc(S(=O)(=O)N(CC)CC)cc2)CC1 | -2 | -3% | -4% | -3 | 0.3 | -14% | 4% | 0.3 | 1%
Cc1c(Nc2ccc3nonc3c2[N+](=O)[O-])c(=O)n(-c2ccccc2)n1C | -5 | -7%[57.1 µM] | -8% | -9 | 0.2 | 1% | -10%[57.1 µM] | 2.1 | -7%
COCCN(C(=O)CCC(=O)Nc1cc(C)on1)C(C(=O)NC1CCCC1)c1ccccc1F (stereo unspecified) | -14 | -12% | 4% | -2 | -0.5 | 4% | -17% | 1.0 | 0%
Cc1c(C(=O)N/N=C/c2ccccc2)[nH]c2c([N+](=O)[O-])cccc12 | -17 | 10% | -2% | -1 | 1.0 | ? | 28%[57.1 µM] | -0.6 | 19%
CN(Cc1ccccc1)C(=O)COc1cc(Cl)ccc1Cl | . | 14% | -8% | -6 | . | -30% | 52%[activator] | -1.6 | -2%
CC(C(=O)Nc1sc2c(c1C(=O)NCC1CCCO1)CCC2)N1C(=O)c2ccccc2C1=O (stereo unspecified) | -9 | -7% | 0% | -10 | -1.6 | -14% | -1% | -0.7 | 4%
COc1ccc(CC(=O)Oc2ccccc2Cl)cc1S(=O)(=O)N1CCOCC1 | 3 | 1%[57.1 µM] | -2% | 5 | 0.3 | -17% | 11%[57.1 µM] | -0.3 | -1%
N#CCCN1CCN(S(=O)(=O)c2ccc(S(=O)(=O)NCc3ccccc3)cc2)CC1 | -25 | 6% | 2% | -2 | 0.2 | ? | 29% | 0.2 | -2%
O=S(=O)(NC1CCCCC1)c1ccc(-c2csnn2)s1 | -8 | -1% | -1% | 1 | 0.1 | -15% | -1% | 0.0 | -2%
CCOc1ccccc1NC(=O)c1c(NCc2cccs2)sc2c1CCCCC2 | . | 3%[57.1 µM] | 5% | -7 | . | -23% | 28%[57.1 µM] | 0.2 | 34%[activator]
CCn1c(SC2CCOC2=O)nnc1-c1ccc(Cl)cc1 (stereo unspecified) | 9 | -4% | -6% | -1 | 0.1 | -14% | 0% | 0.3 | -5%
CCN(c1cccc(C)c1)S(=O)(=O)c1ccc(-c2coc(C)n2)cc1 | -10 | 8% | -1% | -2 | 0.2 | -15% | 12% | 0.0 | -3%
CCOC(=O)C1(CC)NC(c2ccco2)C2C(=O)N(C)C(=O)C21 (stereo unspecified) | 18 | 0% | -3% | 0 | 0.3 | -8% | -18% | 0.2 | 3%
Cc1cc(C)cc(C(=O)NN2CCOCC2)c1 | 7 | 1% | 1% | 0 | 0.9 | -10% | 13% | -0.1 | 0%
O=C(CCS(=O)(=O)c1ccccc1)NC12CC3CC(CC(C3)C1)C2 | -5 | -6%[57.1 µM] | -1% | 2 | 0.5 | -1% | 1% | -0.1 | -8%
CC1COc2ccccc2N1C(=O)c1ccccc1Cl (stereo unspecified) | 23 | 2% | -20% | 4 | 41* | -11% | 18% | 0.1 | -3%
Cc1ccc(NC(=O)N2CCCCCC2)c(C)c1 | 0 | 7% | -4% | -5 | -0.2 | -26% | 28% | -0.9 | -8%
CC(=O)Nc1ccc(NC(=O)CSc2nnc(-c3ccccc3)n2Cc2ccc3c(c2)OCO3)cc1 | . | 4% | ? | 5 | . | -2% | 9% | -0.5 | 8%
Cc1ccc(NC(=O)CSc2nnc(-c3ccco3)n2N)cc1F | 4 | -5% | 26% | -3 | -0.3 | -13% | 5% | -0.4 | -5%
Cc1onc(-c2ccccc2)c1C(=O)N/N=C/c1ccc([N+](=O)[O-])s1 | 1 | -5% | 2% | -3 | -4.5 | -19% | ? | 1.9 | 6%
S=C1CCC(c2ccc(Cl)cc2)=NN1c1ccccc1 | -2 | 6%[11.4 µM] | -11% | 1 | 0.5 | -12% | 16%[11.4 µM] | 0.0 | 4%
Cc1ccccc1-c1nc(CS(=O)CC(=O)NCCCN(C)c2ccccc2)c(C)o1 (stereo unspecified) | 2 | -10% | -13% | 3 | 0.8 | -5% | -15% | -1.3 | 3%
Oc1ccc(N=Cc2ccc(O)c(O)c2)cc1 | -19 | -12% | ? | 1 | 0.1 | 7.9µM* | -26% | -1.0 | 13%
Cn1c(SCC(=O)c2ccc3c(c2)OCO3)nnc1-c1ccccn1 | 5 | -7% | -8% | -4 | 0.6 | -24% | -12% | -0.5 | 2%
Cc1ccc(CCNC(=O)c2ccc(CSCc3ccc(C)cc3)o2)cc1 | . | -6%[57.1 µM] | 35%[activator] | -3 | 1.3 | ? | 10%[57.1 µM] | 2.8 | 4%
COC(=O)[C@]12C(=O)NC[C@H](CN1c1ccc(Cl)c(C)c1)N2C | . | 2% | -6% | . | . | -24% | 12% | . | -16%
COc1ccc(-n2c(-c3ccc(Br)cc3)c[n+]3c2SC(C)C3)cc1 (stereo unspecified) | 22 | -9%[57.1 µM] | 8% | -5 | 1.6 | -5% | 21%[57.1 µM] | -0.3 | 13%
Cn1c(SCC(=O)Nc2ccccc2F)nnc1-c1cccnc1 | -16 | 5%[57.1 µM] | -9% | 2 | 1.0 | -16% | 15%[57.1 µM] | -0.1 | -2%
O=S(=O)(c1ccccc1)c1nc(-c2ccco2)oc1NCCCN1CCOCC1 | -11 | 1%[57.1 µM] | -8% | -5 | -0.6 | -13% | 7%[57.1 µM] | -0.2 | 4%
CC(=O)Nc1ccc(NC(=O)CN(C)CC(=O)Nc2ccccc2Br)cc1 | 5 | 3%[57.1 µM] | -2% | 2 | -0.3 | ? | 6%[57.1 µM] | 1.7 | -3%
COc1ccccc1C(=O)NC(CCSC)C(=O)OC(C)C(=O)NC1CC1 (stereo unspecified) | -8 | -1% | 2% | 2 | -0.1 | -4% | -3% | -0.3 | -2%
O=C(Nc1nnc(Cc2ccccc2)s1)Nc1ccccc1F | 7 | 1% | 2% | 9 | -1.0 | -2% | 20% | 0.5 | 7%
COCCNC(=O)c1c(N)n(/N=C/c2ccc(F)cc2)c2nc3ccccc3nc12 | -6 | 32%[activator] | -1% | -2 | -0.1 | -9% | 13% | 0.1 | 4%
Cc1cc(=O)oc(C)c1C(=O)Nc1cccc2ccccc12 | -2 | -2% | -9% | 10 | 0.1 | -14% | -7% | -0.6 | 8%
CN(C)c1ccc(C=c2c3ccccc3n3c2c2ccccc2[n+]3C)cc1 | . | -19% | 9% | . | . | ? | 32µM* | . | 46µM*
O=C(N/C=C/c1ccco1)Nc1cccc(Cl)c1 | 3 | 7% | 66%[activator] | 5 | 0.4 | -17% | 2% | 0.5 | -5%
COc1ccc(NC(=O)CN(C)C2=NS(=O)(=O)c3ccccc32)cc1Cl | . | -7%[57.1 µM] | -7% | . | . | 1% | 12%[2.29 µM] | . | 2%
CC1=Nn2c(nnc2-c2ccc(F)cc2)SC1 | -10 | 9% | -4% | 4 | 0.9 | ? | 29% | -0.7 | 7%
CCCc1c(C)nc(N2CCN(c3ccc(F)cc3)CC2)[nH]c1=O | -7 | 6% | 2% | -4 | 0.3 | -11% | 18% | -0.2 | 8%
COc1cc(/C=C/C(=O)Nc2cc(S(=O)(=O)N3CCOCC3)ccc2N2CCCC2)cc(OC)c1OC | 10 | -7% | 8% | -6 | -5.3 | -12% | -2% | -0.8 | -12%
CC(=O)Nc1ccc(S(=O)(=O)N(Cc2ccccc2)Cc2ccccc2)cc1 | . | -5% | 5% | -7 | -1.0 | -24% | 3% | -0.9 | -12%
COc1ccc2nc(SCC(=O)Nc3ccc4c(c3)OCCO4)[nH]c2c1 | . | -10% | 5% | 3 | . | -15% | -9% | -1.3 | 6%
C[C@H](CO)N1C[C@H](C)[C@H](CN(C)CC2CCCCC2)Oc2ccc(NS(=O)(=O)c3ccc(F)cc3)cc2CC1=O | . | -13% | -2% | . | . | -15% | -12% | . | -2%
CCNC(=S)SCCOc1ccccc1C | -16 | -1% | -5% | -9 | 0.3 | -2% | 8% | 1.0 | 2%
COc1ccc(-c2noc(CSc3nc(N)cc(=O)[nH]3)n2)cc1 | -7 | 7% | 0%&1% | -3&1 | 1.3&0.1 | -27%&-2% | 38%[activator] | 0.3&0.5 | -7%&0%
Cc1cc(NC(=O)c2cc(-c3ccccn3)nc3ccc(Br)cc23)no1 | 9 | -3% | 4% | 6 | -0.2 | -20% | 14% | 0.9 | -7%
FC(F)(F)c1cc(-c2cccs2)nc(N2CCOCC2)n1 | 5 | 16% | 22% | 12 | 0.0 | -18% | -2%[57.1 µM] | 0.1 | 6%
CCCCNC(=O)c1nn2cc(Br)cnc2c1Br | 6 | 4% | 9% | 2 | 0.4 | 0% | 10%[57.1 µM] | -0.3 | 10%
CCOc1ccc(S(=O)(=O)NNS(=O)(=O)c2ccc(C)cc2C)cc1 | 16 | -4% | -10% | 0 | 1.6 | -14% | 1% | -0.2 | -2%
COc1ccccc1OCC(=O)N(Cc1cccs1)C1CCS(=O)(=O)C1 (stereo unspecified) | . | 9% | -4% | 8 | -0.4 | 3% | 16% | -0.1 | 8%
